NPY-Y2 PAM-ag = potentiators or agonists of human neuropeptide Y receptor Y2; cells expressing NPY-Y2, potentiator/agonist read-out; hit rate 0.45% among 220,000; AID 1359; activation, % at 3.6 µM; in the data active = activation above about 27%;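 note: cells stimulated with NPY near EC25 plus isoproterenol at EC100; 0% = vehicle plus submaximal agonist and 100% = vehicle plus saturating agonist; some results beyond the cut were filed as inactive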
p97 inhibitor = inhibitors of human p97 ATPase. P55072. recombinant p97 ATPase, Kinase-Glo ATP luminescence, 3 h. inhibition, % at 8 µM. hit rate 0.42% among 220,000. AID 1481; in the data active = inhibition above about 15%;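 note: 0% = DMSO vehicle and 100% = wells lacking enzyme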
PGE2 EP2 inh = inhibitors of human EP2 prostaglandin E2 receptor | P43116 | C6 glioma cells expressing human EP2, cAMP TR-FRET; cells stimulated with saturating PGE2 | inhibition, % at 25 µM | hit rate 0.52% among 260,000 | AID 1422;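 active = percent inhibition above 40 after rounding to a whole number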;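 note: rat C6 glioma host cells with rolipram phosphodiesterase inhibitor present; the protocol text gives 20 µM as final concentration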
S1P4 agonist = agonists of human S1P4 receptor; hit rate 0.35% among 220,000; activation, % at 4.98 µM; O95977; S1P4-expressing cell line, agonist reporter assay; in the data active = activation above about 11%;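 note: 0% = DMSO vehicle and 100% = reference agonist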
eIF4E 4G PPI = inhibitors of eIF4E and eIF4G interaction in translation initiation; P63073+Q04637; TR-FRET eIF4E-eIF4GI(517-606) binding, 2 h; inhibition, % at 21.7 µM; hit rate 0.37% among 220,000; AID 782;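 active = inhibition above about 30%, limit read from the data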;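 note: 0% = full FRET control wells and 100% = background wells lacking eIF4GI fragment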
Target sequence (P63073 whole entry, looked up, the tested form may be a part): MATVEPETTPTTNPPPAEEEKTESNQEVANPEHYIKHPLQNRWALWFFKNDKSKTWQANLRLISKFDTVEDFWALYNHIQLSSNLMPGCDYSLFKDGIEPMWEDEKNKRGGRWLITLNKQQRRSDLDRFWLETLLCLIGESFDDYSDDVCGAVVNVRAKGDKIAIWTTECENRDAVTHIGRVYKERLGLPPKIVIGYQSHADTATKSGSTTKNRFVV
Target sequence (Q04637 whole entry, looked up, the tested form may be a part): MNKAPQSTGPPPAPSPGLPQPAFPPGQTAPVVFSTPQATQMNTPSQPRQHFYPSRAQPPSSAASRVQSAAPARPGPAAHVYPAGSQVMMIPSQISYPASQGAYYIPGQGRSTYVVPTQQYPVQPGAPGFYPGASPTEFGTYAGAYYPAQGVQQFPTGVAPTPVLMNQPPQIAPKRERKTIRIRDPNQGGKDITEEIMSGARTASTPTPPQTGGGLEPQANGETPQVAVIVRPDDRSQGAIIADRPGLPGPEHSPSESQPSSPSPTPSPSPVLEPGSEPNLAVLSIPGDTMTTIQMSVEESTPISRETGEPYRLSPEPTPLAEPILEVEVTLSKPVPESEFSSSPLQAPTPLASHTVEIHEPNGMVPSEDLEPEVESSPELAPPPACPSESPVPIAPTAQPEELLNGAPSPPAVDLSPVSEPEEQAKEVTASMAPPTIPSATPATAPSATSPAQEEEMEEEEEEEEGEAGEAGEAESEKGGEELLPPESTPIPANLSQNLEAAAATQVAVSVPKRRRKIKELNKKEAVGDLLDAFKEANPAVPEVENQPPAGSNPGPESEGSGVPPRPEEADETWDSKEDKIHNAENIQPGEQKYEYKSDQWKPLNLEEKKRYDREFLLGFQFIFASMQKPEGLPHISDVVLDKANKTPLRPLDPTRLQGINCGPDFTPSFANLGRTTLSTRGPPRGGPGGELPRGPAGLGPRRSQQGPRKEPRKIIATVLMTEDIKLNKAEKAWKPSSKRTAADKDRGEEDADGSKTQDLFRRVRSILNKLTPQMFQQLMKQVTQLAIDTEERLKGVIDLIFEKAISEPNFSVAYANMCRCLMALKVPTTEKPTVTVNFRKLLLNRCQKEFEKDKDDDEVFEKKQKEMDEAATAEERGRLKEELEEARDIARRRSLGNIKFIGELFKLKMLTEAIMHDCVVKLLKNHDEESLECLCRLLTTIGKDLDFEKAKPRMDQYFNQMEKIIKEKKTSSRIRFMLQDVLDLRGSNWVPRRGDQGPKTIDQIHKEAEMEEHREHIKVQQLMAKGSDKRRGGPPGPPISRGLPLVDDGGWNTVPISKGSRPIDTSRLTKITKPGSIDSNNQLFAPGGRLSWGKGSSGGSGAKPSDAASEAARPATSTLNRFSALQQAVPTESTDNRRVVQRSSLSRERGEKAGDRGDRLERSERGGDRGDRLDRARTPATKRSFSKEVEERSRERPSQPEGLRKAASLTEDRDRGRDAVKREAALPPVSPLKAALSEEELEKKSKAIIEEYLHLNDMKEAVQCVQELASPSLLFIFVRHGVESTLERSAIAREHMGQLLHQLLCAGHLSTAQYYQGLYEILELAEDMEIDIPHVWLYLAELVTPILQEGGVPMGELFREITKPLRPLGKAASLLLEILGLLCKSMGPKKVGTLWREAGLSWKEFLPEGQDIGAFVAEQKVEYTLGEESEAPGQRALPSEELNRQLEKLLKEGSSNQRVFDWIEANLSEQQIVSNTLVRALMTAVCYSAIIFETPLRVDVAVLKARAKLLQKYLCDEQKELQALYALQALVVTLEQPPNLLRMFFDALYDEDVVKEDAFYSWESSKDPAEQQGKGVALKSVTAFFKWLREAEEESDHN
S1P4 antagonist = human S1P4 receptor antagonism. O95977. hit rate 0.26% among 220,000. inhibition, % at 4.98 µM. S1P4-expressing cells, antagonist mode, reporter read-out. AID 1510; in the data active = inhibition above about 29%;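 note: 0% = wells stimulated with agonist and 100% = vehicle wells without agonist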
NPY Y1 blocker = NPY-Y1 (human) receptor antagonism; P25929; HEK293-CNG Y1 cells, membrane potential fluorescence; NPY at EC95, then isoproterenol; inhibition, % at 3.6 µM; hit rate 1% among 200,000; AID 1040;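 active = inhibition above the campaign mean inhibition of all tested compounds plus 3 SD, cut at about 20% in these data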;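 note: 0% = DMSO wells given NPY plus isoproterenol and 100% = isoproterenol alone without NPY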
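Test system – HEK293 Y1/CNG channel cell line · Also added – NPY agonist 25 nM, then isoproterenol 1 µM plus Ro 20-1724 25 µM · Compound dosing – one concentration, 3.6 µM, in 0.4% DMSO · Schedule – compound incubation 1 h at room temperature, readout 45 min post-stimulation · Technique – fluorescence, membrane potential probe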
EP2 mod = modulates human prostaglandin E2 receptor EP2 signaling. EP2-expressing cells, cAMP HTRF FRET, PGE2 co-stimulation. induction, % at 25 µM. hit rate 0.83% among 260,000. P43116;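 active = compounds whose cAMP rise, as percent of the full-agonist control response, exceeds 60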;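 note: rat C6 glioma line stably carrying human EP2 under a CMV promoter; the protocol text gives 20 µM as final concentration; 100% = response of wells given 1 µM PGE2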
NPY-Y1 PAM-ag = potentiates or activates human NPY-Y1 receptor | P25929 | NPY-Y1 expressing cells, potentiator/agonist activation | activation, % at 3.6 µM | hit rate 0.37% among 220,000 | AID 1304; in the data active = activation above about 33%, passing the limit was not always enough;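 note: cells stimulated with NPY at EC10 then isoproterenol at EC100; 0% = low agonist plus stimulus and 100% = saturating agonist plus stimulus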
Starred values were filed as active, the others as inactive; . = no result given; & = joins results of further samples; [ ] = another dose, or the depositor's remark. Some of the compounds tested; count on the stated rates, not on these rows.

SMILES	NPY-Y2 PAM-ag	p97 inhibitor	PGE2 EP2 inh	S1P4 agonist	eIF4E 4G PPI	S1P4 antagonist	NPY Y1 blocker	EP2 mod	NPY-Y1 PAM-ag
CCOc1ccc(NC(=O)CN(C)CC(=O)Nc2ccc(F)c(F)c2F)cc1OCC	3	4	6	-0.9	3	-2	11	-45	4
CCc1ccc2[nH]c(O)c(N=Nc3nc(-c4ccccc4)cs3)c2c1	13	5	8	1.0	-4	-12	-4	-37	23
O=C(Nc1ncc2c(n1)-c1ccccc1CC2)c1cccc(Cl)c1	-31	3	.	1.1	6	-10	34*	-38	-43
Cn1ccnc1SCC(=O)c1ccc([N+](=O)[O-])cc1	5	4	10	-0.7	-4	1	-2	15	16
CC(=O)c1ccc(N2C(=O)NC3(CCCCC3)C2=O)cc1	9	4	11	-1.2	-4	-5	3	-46	9
NNc1nc2sc3c(c2c(=O)[nH]1)CCc1ccccc1-3	-8	6	11	0.6	7[fluorescence artefact?]	-35	-4	-9	-14
CCC(COC(=O)Nc1ccccc1)NC(=O)OC(C)C (configuration not stated)	6	4	5	2.0	-2	-20	3	-2	2
Clc1ccc(Cc2ccccc2)nn1	-17	-5	10	0.4	2	-7	-1	12	-7
CC(Cc1cccs1)NC(=O)Nc1ccc(Cl)c(Cl)c1 (configuration not stated)	-7	0	.	0.1	-11	6	12	-18	3
O=C(NC1CCCCCC1)C1CCN(S(=O)(=O)c2cccc3cccnc23)CC1	10	3	9	1.7	-1[fluorescence artefact?]	-19	4	-6	-10
CCCNC(=O)Cc1c(O)c2ccccc2[nH]c1=O	7	1	11	1.5	-18	-6	4	-3	3
COc1ccc(N2CCN(C(=O)CSc3ncnc4scc(-c5ccc(C)cc5)c34)CC2)cc1	-1	2	11	-1.3	.	6	2	.	-5
COCCNC(=O)c1cc(S(=O)(=O)N(C)c2ccccc2OC)ccc1C	7	2	7	-1.2	-7	3	.	13	16
O=C(CSc1nnc(-c2cccc(S(=O)(=O)N3CCCC3)c2)n1-c1ccccc1)Nc1ccc(C(=O)O)cc1	-3	5	3	-0.5	0	-8	0	10	9
Cc1ccc(NC(=O)c2ccccc2)cc1	7	-3	5	-3.1	-3	9	8	3	28
CCCNC(=O)c1ccc(N(Cc2ccccc2)S(C)(=O)=O)cc1	-14	-4	1	2.5	9	-16	4	1	13
COc1ccc(C(=O)Nc2ccc(-c3nnn(CC(=O)N4CCN(C(=O)c5ccco5)CC4)n3)cc2)cc1	3	8	1	0.8	1	6	-1	-15	11
CCOP(=O)(O)c1cccc(OCCOCCOc2cccc(P(=O)(O)OCC)c2)c1	-13	-5	10	1.8	2	-5	-2	5	0
CCCCNC(=S)N(C)/N=C/c1ccccc1C(=O)O	-7	-1	1	5.1	2	-1	4	-24	-11
Cn1nc(OCC(=O)O)cc1C(F)(F)F	-5	1	7	1.0	-3	7	.	-1	-12
O=C(NN1C(=O)/C(=C/C=C/c2ccco2)SC1=S)c1ccccc1O	3	55*	25	0.8	36*	-9	.	-17	6
COc1ccc(N=C2NN=C(c3c(C)[nH]c4ccccc34)CS2)cc1	25	9	17	3.2	7	-16	0	-63	2
Cc1ccc(Nc2nc3c(c(=O)[nH]c(=O)n3C)n2Cc2ccc(F)cc2)cc1	-7	-5	9	0.9	5	-18	9	32	-17
O=C(N/N=C/c1ccccn1)c1cccs1	3	-1	7	1.3	0	-9	3	12	2
CCOc1ccc(CN2CCN(Cc3cccn3-c3cccnc3)CC2CCO)cc1 (configuration not stated)	1	-2	5	-1.6	-4	11	-2	-1	-4

Continuation:
SMILES	NPY-Y2 PAM-ag	p97 inhibitor	PGE2 EP2 inh	S1P4 agonist	eIF4E 4G PPI	S1P4 antagonist	NPY Y1 blocker	EP2 mod	NPY-Y1 PAM-ag
O=C(O)CCC(=O)N1N=C(c2cccs2)CC1c1cn(-c2ccccc2)nc1-c1ccccc1 (configuration not stated)	-8	-2	7	2.2	6	-1	1	12	-18
CCS(=O)(=O)N1CCC(C(=O)NCc2ccc(OC)cc2)CC1	6	6	3	-0.1	-3	-6	0	29	4
CCC(c1nnnn1CCOC)N1CCN(c2cccc(C(F)(F)F)c2)CC1 (configuration not stated)	1	2	10	0.0	-1	-4	8	5	-20
Cn1cnc([N+](=O)[O-])c1Nc1ccc(O)cc1	-16	1	9	1.6	6	4	4	5	10
O=C(NCC1CCCO1)C(c1cccs1)N(Cc1cccs1)C(=O)Cn1nnc(-c2cccs2)n1 (configuration not stated)	9	3	9	-2.0	2	-5	-1	18	13
Cc1ccc(S(=O)(=O)Oc2ccccc2/C=N/Nc2ccc(C(=O)O)cc2)cc1	-14	3	9	0.6	-3	9	.	12	6
CC(NCCC(c1ccccc1)c1ccccc1)c1ccccc1 (configuration not stated)	2	5	14&10	-0.6	0	9	10	16&27	-23
O=C(c1ccc2ccccc2n1)N1CCN(c2ccccc2Cl)CC1	-9	-2	5	1.2	1	-8	2	-42	-6
COc1cc(Cl)cc(C2NC(=O)NC(C)=C2C(C)=O)c1OCC(=O)O (configuration not stated)	4	-1	4	1.0	2[fluorescence artefact?]	-9	1	7	4
CCOC(=O)c1ccccc1NC1c2ccccc2C(=O)N1c1cc(C)ccn1 (configuration not stated)	-5	-6	10	-1.5	-8	0	11	69*	-12
Cc1nn(C)c(C)c1NC(=O)Nc1ccc(Cl)c(Cl)c1	-6	3	2	-2.1	2	16	6	-42	-1
COC(=O)Nc1ccc(S(=O)(=O)Nc2ncccn2)cc1	-11	0	9	-0.8	3	-13	3	24	-21
CCC(=O)Nc1sc2c(c1C(=O)N(C)C)CCCCC2	7	3	17	-1.6	1	2	-3	17	8
CCCCOC(=O)Nc1nc(CC(=O)OCC)cs1	-5	2	4	0.0	6	-11	2	26	-10
Cc1ccc(N=c2ssnc2Cl)cc1	4	0	134*	2.5	72*[fluorescence artefact?]	-17	-4	-47	0
COc1ccc(-n2nnnc2/C=C\Nc2ccccc2C(=O)c2ccccc2)cc1	-27	-3	9	1.0	-10	-18	9	-9	-18
CCCCC(=O)Nc1ccc(NC(=O)c2ccccc2OC)cn1	13	8	5	-1.6	-5	14	0	6	0
O=C(Nc1ccc2c(c1)OCCO2)c1ccc(Br)c(S(=O)(=O)N2CCOCC2)c1	-4	2	5	3.2	10	-13	0	-23	11
CC(C)Nc1nc(NC(C)C)nc(N(C#N)C(C)C(=O)N(C)C)n1 (configuration not stated)	-15	-2	8	-0.1	3	1	1	-1	5
CC(SC(=S)N1CCOCC1)C(=O)O (configuration not stated)	4	2	2	-0.1	-4	-1	6	18	-8
CCOC(=O)N1CCN(C(=S)NC(=O)c2cc(Br)ccc2Cl)CC1	0	6	7	1.6	-2	-14	-3	1	3
Cc1nnc(SCC(=O)N(C)Cc2ccccc2)[nH]c1=O	6	6	11	1.0	4	15	4	26	7
Cc1ccc(-n2c(C)nc3c(cnn3-c3ccccc3Cl)c2=O)cc1C	-6	2	9	-1.4	4	-8	12	4	-4
CC(=O)c1ccc(S(=O)(=O)Nc2ccc(C(=O)NCC(c3ccccc3)N(C)C)cc2)cc1 (configuration not stated)	13	0	6	-1.0	1	1	4	10	1
CC1Cc2cc(C3(O)C(=O)c4ccccc4C3=O)ccc2N1 (configuration not stated)	-9	2	6	-0.6	3[fluorescence artefact?]	-3	1	-4	1

Some of the entries so far, in CSV form:
structure,NPY-Y2 PAM-ag,p97 inhibitor,PGE2 EP2 inh,S1P4 agonist,eIF4E 4G PPI,S1P4 antagonist,NPY Y1 blocker,EP2 mod,NPY-Y1 PAM-ag
Cc1nn(C)c(C)c1NC(=O)Nc1ccc(Cl)c(Cl)c1,-6,3,2,-2.1,2,16,6,-42,-1
COC(=O)Nc1ccc(S(=O)(=O)Nc2ncccn2)cc1,-11,0,9,-0.8,3,-13,3,24,-21
CCC(=O)Nc1sc2c(c1C(=O)N(C)C)CCCCC2,7,3,17,-1.6,1,2,-3,17,8
CCCCOC(=O)Nc1nc(CC(=O)OCC)cs1,-5,2,4,0.0,6,-11,2,26,-10
Cc1ccc(N=c2ssnc2Cl)cc1,4,0,134*,2.5,72*[fluorescence artefact?],-17,-4,-47,0
COc1ccc(-n2nnnc2/C=C\Nc2ccccc2C(=O)c2ccccc2)cc1,-27,-3,9,1.0,-10,-18,9,-9,-18
CCCCC(=O)Nc1ccc(NC(=O)c2ccccc2OC)cn1,13,8,5,-1.6,-5,14,0,6,0
O=C(Nc1ccc2c(c1)OCCO2)c1ccc(Br)c(S(=O)(=O)N2CCOCC2)c1,-4,2,5,3.2,10,-13,0,-23,11
CC(C)Nc1nc(NC(C)C)nc(N(C#N)C(C)C(=O)N(C)C)n1 (configuration not stated),-15,-2,8,-0.1,3,1,1,-1,5
CC(SC(=S)N1CCOCC1)C(=O)O (configuration not stated),4,2,2,-0.1,-4,-1,6,18,-8
CCOC(=O)N1CCN(C(=S)NC(=O)c2cc(Br)ccc2Cl)CC1,0,6,7,1.6,-2,-14,-3,1,3
Cc1nnc(SCC(=O)N(C)Cc2ccccc2)[nH]c1=O,6,6,11,1.0,4,15,4,26,7
Cc1ccc(-n2c(C)nc3c(cnn3-c3ccccc3Cl)c2=O)cc1C,-6,2,9,-1.4,4,-8,12,4,-4
CC(=O)c1ccc(S(=O)(=O)Nc2ccc(C(=O)NCC(c3ccccc3)N(C)C)cc2)cc1 (configuration not stated),13,0,6,-1.0,1,1,4,10,1
CC1Cc2cc(C3(O)C(=O)c4ccccc4C3=O)ccc2N1 (configuration not stated),-9,2,6,-0.6,3[fluorescence artefact?],-3,1,-4,1

Other compounds:
SMILES	NPY-Y2 PAM-ag	p97 inhibitor	PGE2 EP2 inh	S1P4 agonist	eIF4E 4G PPI	S1P4 antagonist	NPY Y1 blocker	EP2 mod	NPY-Y1 PAM-ag
CC(=O)Nc1ccc(C(=O)CSc2nnc(Cc3ccccc3)o2)cc1	2	-3	6	-0.1	-11	8	5	-17	-23
O=C(Nc1ccc(OCc2ccccc2)cc1)c1cccnc1	9	2	10	1.2	-4	-2	-1	-21	18
N#Cc1nc(COc2ccc(F)cc2)oc1NCCN1CCOCC1	-12	2	11	-2.7	-1[fluorescence artefact?]	-12	-4	7	2
O=C(O)CSc1c(-c2ccccc2)[nH]c2ccccc12	11	16*	7	-4.0	-2[fluorescence artefact?]	-7	0	-7	5
Cc1ccc(NC(=O)CSCc2n[nH]c(=O)[nH]2)c(Br)c1	-11	-3	4	0.6	0	-21	8	7	-6
COc1ccccc1C(=O)NCCc1c(C)[nH]c2c(C)ccc(F)c12	-15	-2	0	6.2	-2	0	0	-32	1
COc1ccc(N(CC(=O)N2CCN(c3ccc(F)cc3)CC2)S(=O)(=O)c2c(C)n[nH]c2C)cc1	11	-5	1	-0.1	0	-11	6	-37	3
COc1ccc(-c2nc(C#N)c(N3CC(C)OC(C)C3)o2)cc1OC (configuration not stated)	10	2	14	-1.3	8	-19	-2	16	-11
O=C(Nc1ccc(N2CCOCC2)c(C(=O)O)c1)c1ccco1	0	5	8&18	0.9	-8	-5	6	-1&3	0
CCNC(=O)c1ccccc1CCc1ccccc1	8	2	6	0.0	0	-22	-1	32	-3
Cc1nc(SC(C(=O)c2ccccc2)c2ccccc2)n[nH]1 (configuration not stated)	9	-4	5	-0.8	-3	0	-5	21	-11

Bioassay records deposited in PubChem BioAssay by several laboratories.
